# SRC2 TRFRET art – TR-FRET signal artefacts, primary screen, artefact control for PPARgamma SRC-2 agonist project, biochemical; TR-FRET artefact counter-screen; active compounds read high; TR-FRET ratio at 8 µM; actives 0.4% (n = 200,000); in the data active means TR-FRET ratio above about 2000; further: inactives centre near 1500
# ROMK mod – ROMK potassium channel modulators, primary screen, cell-based, thallium flux, MLSMR library. ATP-sensitive inward rectifier potassium channel 1 (Homo sapiens), P48048. Tet-inducible ROMK, thallium flux fluorescence; actives lie on both sides. B-score at 10 µM. actives 2% (n = 130,000). AID 1918, 2009;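 active means signal ratio slope over the read window, or its plate-corrected B-score, at least 3 SD from the plate mean, either direction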;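 further: B-score of the F/F0 ratio slope over 7 to 12 s after thallium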
# Target sequence (P48048 whole entry, looked up): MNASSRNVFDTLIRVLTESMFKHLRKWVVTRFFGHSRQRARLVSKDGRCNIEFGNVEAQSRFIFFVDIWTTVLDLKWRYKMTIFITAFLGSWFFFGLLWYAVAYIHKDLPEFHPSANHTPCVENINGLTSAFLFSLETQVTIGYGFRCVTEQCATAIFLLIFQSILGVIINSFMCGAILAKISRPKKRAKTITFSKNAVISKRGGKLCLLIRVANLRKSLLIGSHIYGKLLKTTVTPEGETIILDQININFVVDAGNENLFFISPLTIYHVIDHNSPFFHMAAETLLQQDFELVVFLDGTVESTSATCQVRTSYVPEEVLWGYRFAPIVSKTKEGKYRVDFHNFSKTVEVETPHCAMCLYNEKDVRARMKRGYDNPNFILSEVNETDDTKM
# STAT3 blocker – IL-6 driven STAT3 reporter inhibitors, primary screen, U3A cells, luciferase, luminescence, MLSCN library. inhibition, % at 5.5 µM. IL-6 STAT3-luciferase reporter; host cell line lacks STAT1. actives 0.89% (n = 190,000). AID 862, 2007;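 active means inhibition above the mean inhibition across all screened compounds plus 3 SD, cut at about 44% in these data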;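 further: 0% = DMSO only wells and 100% = 100 µM nifuroxazide control wells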
# STAT3 act – IL-6 driven STAT3 reporter potentiators, primary screen, U3A cells, luciferase, luminescence, MLSCN library; IL-6 STAT3-luciferase reporter; 100% = signal with IL-6 EC80 alone; activation (% of control), % at 5.6 µM; actives 0.91% (n = 190,000);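 active means activation above the screen-wide mean of compound activation plus 3 SD, cut at about 130% in these data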;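 further: 0% = background luminescence of wells with medium and substrate only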
#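 Test system: human U3A cells carrying STAT3-luciferase construct; control set: IL-6-only wells as 100% reference; timing: compound pre-incubation 1 h before IL-6, then 6 h stimulation at 37 °C; also added: IL-6 stimulus at 33 ng/mL final; evaluation: % activation versus median of IL-6-stimulated wells; detection: reporter luminescence signal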
# STAT1 inh – STAT1 signaling inhibitors, primary screen, cell-based, HTS, luciferase reporter | NIH 3T3 STAT1-luciferase reporter, IFN-gamma, luminescence | inhibition, % at 5.5 µM | actives 0.35% (n = 200,000);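 active means inhibition above a set limit, the mean inhibition across all tested compounds plus 3 SD, cut at about 34% in these data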;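 further: 0% = IFN-gamma with DMSO and 100% = IFN-gamma with 300 µM nifuroxazide; values of inactives mirror those of a sister screen read the other way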
# TNAP act hi DEA – TNAP activators at high phosphate acceptor level, primary screen, biochemical, luminescence, uHTS; Alkaline phosphatase, tissue-nonspecific isozyme (Homo sapiens), P05186; purified TNAP, CDP-star luminescence, 1 M DEA, 30 min; active compounds read high; 0 = EDTA background, 1 = DMSO-only activity; activation factor at 20 µM; 200,000 tested, under 10 active;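 active means activation factor at least 2 at 20 µM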
#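 system = human TNAP | amount = enzyme diluted 1/800 final | reagent = 100 µM CDP-star substrate | signal = luminescent substrate turnover signal | dosing = one dose, 20 µM | benchmarks = EDTA negative control, DMSO positive control | measure = activation factor | timing = 30 min reaction, room temperature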
# PPARg SRC-2 ag – agonists of PPARg-SRC-2 recruitment, primary screen, biochemical, HTS | activation, % at 8 µM | PPARgamma LBD-SRC-2 recruitment | actives 0.34% (n = 200,000) | AID 1032, 2008; in the data active means activation above about 22%;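 further: 0% = vehicle and 100% = reference agonist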
# Target sequence (P37231 whole entry, looked up, the tested form may be a part): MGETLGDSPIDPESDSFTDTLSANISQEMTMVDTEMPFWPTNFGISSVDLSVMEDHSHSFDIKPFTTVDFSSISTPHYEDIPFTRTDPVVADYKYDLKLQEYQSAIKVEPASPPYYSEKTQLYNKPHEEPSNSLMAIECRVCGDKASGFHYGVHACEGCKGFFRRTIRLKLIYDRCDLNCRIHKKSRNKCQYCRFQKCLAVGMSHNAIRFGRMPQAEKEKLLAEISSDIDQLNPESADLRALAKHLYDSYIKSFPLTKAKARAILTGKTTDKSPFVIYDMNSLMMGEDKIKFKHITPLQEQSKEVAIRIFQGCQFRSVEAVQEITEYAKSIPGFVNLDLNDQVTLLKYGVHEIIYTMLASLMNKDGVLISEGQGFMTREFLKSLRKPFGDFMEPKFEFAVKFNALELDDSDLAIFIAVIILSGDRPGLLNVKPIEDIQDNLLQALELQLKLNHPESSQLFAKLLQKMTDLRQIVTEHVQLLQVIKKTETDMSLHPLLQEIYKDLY
# bIAP inhibitor – bovine intestinal alkaline phosphatase inhibitors, primary screen, selectivity assay for TNAP inhibitor project, biochemical, bovine IAP, CDP-star luminescence; alkaline phosphatase, intestinal [Bos taurus]; purified bovine IAP, 30 min; inhibition, % at 20 µM; 190,000 tested, under 10 active; AID 1019, 2008;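 active means over 50% inhibition of intestinal alkaline phosphatase at 20 µM in the single-dose screen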
#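 Assay system: bovine IAP enzyme; medium: DEA buffer 100 mM, pH 9.8, with MgCl2 1.0 mM, ZnCl2 0.02 mM; doses: 20 µM single dose; incubation: enzyme reaction for 30 min at room temperature; detection: CDP-star luminescence signal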
# bIAP activator – bovine intestinal alkaline phosphatase activators, primary screen, biochemical, bovine IAP, CDP-star luminescence; alkaline phosphatase, intestinal [Bos taurus]; actives 0.17% (n = 200,000); AID 1016, 2008; purified bovine IAP, 30 min; active compounds read high; fold of DMSO-control signal, blank-subtracted; activation factor at 20 µM;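 active means activation factor of 2 or more at 20 µM, a signal rise over negative controls twice the positive control's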
# PPARg SRC-1 ag – PPARgamma agonists recruiting SRC-1 coactivator, primary screen, biochemical. PPARgamma-SRC-1 coactivator recruitment biochemical assay. AID 631, 2007. actives 0.41% (n = 200,000). Peroxisome proliferator-activated receptor gamma (Homo sapiens), P37231. activation, % at 8 µM; in the data active means activation above about 19%;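 further: 0% = DMSO and 100% = reference agonist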
# PPARg SRC-3 ag – PPARgamma agonists recruiting SRC-3 coactivator, primary screen, biochemical; biochemical PPARgamma/SRC-3 coactivator recruitment assay; activation, % at 8 µM; Peroxisome proliferator-activated receptor gamma (Homo sapiens), P37231; actives 0.26% (n = 200,000); in the data active means activation above about 23%;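 further: 0% = DMSO and 100% = reference agonist; some compounds past the cut are filed as inactive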
# An asterisk follows results filed as active; / = not tested or not shown. Rows are unselected; any-hit rate near 3.7%.
SMILES,SRC2 TRFRET art,ROMK mod,STAT3 blocker,STAT3 act,STAT1 inh,TNAP act hi DEA,PPARg SRC-2 ag,bIAP inhibitor,bIAP activator,PPARg SRC-1 ag,PPARg SRC-3 ag
Nc1cc(=O)[nH]c(SCC(=O)Nc2ccc(S(=O)(=O)N3CCCCC3)cc2)n1,1534,0.083,1,101,-1,1,-5,1,1,-11,-1
Cc1ccc(C(=O)Nc2ccc3cn[nH]c3c2)cc1S(=O)(=O)N1CCOCC1,1760,-0.38,-40,142*,-32,1,4,-26,1.3,-2,1
COc1cccc(CC2(CO)CCN(Cc3cnc(-c4cccc(C)c4)nc3)CC2)c1,1476,0.028,14,90,-1,1.1,-1,-1,1,-1,2
CN(C)/C=C/C(=O)c1cnc(-c2ccccn2)s1,1611,-0.87,5,96,-31,1,-3,-10,1.1,8,2
Cn1cccc1C(=O)C(=O)Nc1ccc(F)c(F)c1,1535,-0.15,10,94,-60,1,-1,-9,1.1,0,0
CCn1c(O)c(/C=C2\C=Nc3ccccc32)sc1=Nc1ccccc1,1406,0.59,-10,112,-23,1,4,3,1,1,6
COc1ccc(CCNC(=O)CN(c2ccccc2)S(C)(=O)=O)cc1,1718,0.9,9,97,1,1.1,9,-4,1,3,1
Cc1cc2nc(-c3cc(N4CCOCC4)ccc3[N+](=O)[O-])ccn2n1,1615,-0.015,7,98,4,0.9,3,10,0.9,2,1
Cc1ccc(O)c(C2=Nc3ccccc3N=C(c3cccc([N+](=O)[O-])c3)C2)c1,1620,/,19,86,-14,1,2,-6,1.1,-4,-4
Cc1ccccc1OCCOc1ccccc1C=C(C#N)C#N,2050*,/,9,92,-24,1,13,15,0.8,20*,12
O=C(c1ccc(F)cc1)N1CCC(O)(c2cccnc2)CC1,1362,0.34,6,103,6,1.1,6,6,0.9,6,-3
CCN(CC)c1ccc(NC(=S)NC(=O)c2cccs2)cc1,1608,0.29,10,93,-40,1,4,0,1,-2,7
CCCC(NC(=O)CCl)c1ccccc1 (centres undefined),1620,/,5,95,0,1,5,-10,1.1,10,6
O=C(CCN1C(=O)C2C3C=CC(C3)C2C1=O)Nc1ccccn1 (centres undefined),1535,/,6,96,8,1,2,0,1,-3,-6
CCC(CC)C(=O)NCCCCc1ccccc1,1521,0.022,-16,118,-3,1.1,-1,-28,1.3,2,2
CCOC(=O)c1nnn(-c2nonc2N)c1C,1518,-1.2,0,103,-1,1.1,3,3,1,4,-3
O=C(CCCCCNC(=S)Nc1ccccc1)C[N+](=O)[O-],1405,-0.17,2,101,8,1,-7,-8,1.1,-4,3
COCC(=O)Nc1cc(C(=O)NCCc2ccccc2)ccc1Cl,1485,-0.41,8,96,-49,1,-1,0,1,-6,1
O=C(CCSc1nnc(-c2ccco2)o1)N1CCOCC1,1634,0.99,10,97,2,1,7,-8,1.1,-1,-1
CC(=O)c1c(N2CCOCC2)[nH]c(-c2ccccc2)nc1=S,1341,0.35,-1,102,-5,1.1,3,13,0.9,-4,0
CC(C)CCNC(=O)C(c1ccncc1)N(CC1CCCO1)C(=O)Cn1nnc(-c2ccc(F)cc2)n1 (centres undefined),1627,-0.11,10,96,12,1,4,-10,1.1,4,4
CC1=C(C(=O)Nc2ccccc2)C(c2ccco2)C(C#N)=C(SCc2ccccc2)N1 (centres undefined),1460,-1.2,6,98,0,1,-8,15,0.9,-5,-1
COc1ccc(OC)c(CN2CCC(C(=O)N3CCN(c4ccccc4F)CC3)CC2)c1,1505,-0.32,4,100,8,1.1,-3,7,0.9,-1,6
COC(=O)c1ccccc1NC(=S)NC(=O)c1ccc(C)cc1,1564,/,9,90,8,1,4,-4,1,-2,1
CCOC(=O)Cn1c(S(=O)(=O)Cc2ccc(Cl)cc2)nc(-c2ccccc2)c1-c1ccccc1,1597,/,-14,117,2,1,5,8,0.9,0,3
SMILES,SRC2 TRFRET art,ROMK mod,STAT3 blocker,STAT3 act,STAT1 inh,TNAP act hi DEA,PPARg SRC-2 ag,bIAP inhibitor,bIAP activator,PPARg SRC-1 ag,PPARg SRC-3 ag
O=C1S/C(=C/c2ccccc2)C(=O)N1CC(O)Cn1c2ccccc2c2ccccc21 (centres undefined),1553,/,13,90,0,1,8,8,0.9,-3,4
Cc1cc(N2CCCCC2)n2ncc(-c3ccccc3)c2n1,1621,0.07,48*,63,-12,1.1,10,-10,1.1,1,-1
O=C(CSc1ccccn1)Nc1ccc(Cl)c([N+](=O)[O-])c1,1598,-1.3,8,99,-10,1,-3,34,0.7,-5,2
CCOc1ccc(NC(=O)NNC(=O)C2CCC(C(C)(C)C)CC2)cc1 (centres undefined),1513,0.088,18,93,-5,1,13,7,0.9,4,-1
COc1ccc2sc(C)[n+](C)c2c1,1471,-1.1,10,101,-6,1,-3,-4,1,3,2
CC(C)CC(NC(=O)CC12CC3CC(CC(C3)C1)C2)C(=O)NC1=NCCS1 (centres undefined),1547,0.018,4,100,-4,1.1,3,-14,1.1,5,1
CC(C)OC(=O)n1c(=S)oc2ccccc21,1548,-1.3,-2,105,9,1,-1,0,1,3,-1
Cn1ncc(Cl)c1C(=O)N1CCOCC1,1416,0.41,13,99,-6,1,-3,-5,1,-2,0
COCCOc1cc(NC(=O)c2cccc(OC)c2)c(Cl)cc1Cl,1620,1.4,14,90,6,1,1,-6,1.1,12,3
CC(=O)N1C(=O)/C(=C2\SC(=S)N(NS(=O)(=O)c3ccc(C)cc3)C2=O)c2ccccc21,1457,0.0049,-17,119,2,1,-10,-4,1,-1,-3
Cc1cccc(NC(=O)CCN2C(=O)c3ccccc3C2=O)n1,1834,/,26,80,7,1.1,14,0,1,10,16
O=C(NC1(C(F)(F)F)N=C2SCCN2C1=O)c1ccco1 (centres undefined),1568,0.59,21,85,2,1.1,0,9,0.9,4,10
COCCCNC(=O)c1ccccc1Oc1ccccc1,1370,/,-1,102,-5,1,-4,10,0.9,2,4
CCc1nnc(NS(=O)(=O)c2ccc(NC(=O)COc3ccc(Cl)c(C)c3)cc2)s1,1603,0.32,4,98,-6,1,6,-1,1,14,14
CC(c1ccco1)N(C(=O)Nc1ccccc1)C1CCCCC1 (centres undefined),1498,/,6,101,0,1,4,11,0.9,-3,6
Cc1cc(NC(=O)CN2CCN(Cc3ccccc3)CC2)nc2c1c(=O)oc1ccccc12,1593,/,/,/,0,1,-2,4,1,-1,-1
CCC(=O)Nc1ccc(C(=O)NNC(=O)COc2cccc(C)c2)cc1,1494,/,7,96,0,1,6,0,1,9,-3
CCOC(=O)c1cc(C(=O)OCC)cc(-n2cc(O)c(C(=O)OCC)n2)c1,1650,/,18,88,14,1,-1,-5,1.1,3,7
COc1ccc(OCC#CCNC(C)(C)C)cc1,1604,0.54,-9,107,-5,1.1,4,-4,1,-2,-1
CCOc1ccc(NC(=S)N2CCn3c(nc4ccccc43)C2)cc1,1598,0.068,10,94,-2,1.1,1,-10,1.1,-1,2
CC(C)CNC(=S)NC1CC2CCC(C1)N2Cc1ccccc1 (centres undefined),1806,/,12,99,-1,1,14,7,0.9,7,7
CN(C)CCNC(=O)c1cc2c(s1)-c1ccccc1OC2,1712,/,15,94,-10,1,-5,-1,1,-4,0
COc1cc(-c2ccccc2)nc(N)n1,1518,-1.2,-16,113,-16,1.1,-1,4,1,-5,-6
CCOc1ccc2nc(NC(=O)CN3CCOCC3)sc2c1,1553,0.15,9,95,-21,1.1,-3,-11,1.1,-1,2
CCCCN(CCCNC(=O)C1CCN(S(=O)(=O)N2CCOCC2)CC1)c1ccccc1,1648,0.71,3,102,16,1,11,-11,1.1,8,-6

# Retrieved by structure from the entries so far (four):
SMILES,SRC2 TRFRET art,ROMK mod,STAT3 blocker,STAT3 act,STAT1 inh,TNAP act hi DEA,PPARg SRC-2 ag,bIAP inhibitor,bIAP activator,PPARg SRC-1 ag,PPARg SRC-3 ag
CC(c1ccco1)N(C(=O)Nc1ccccc1)C1CCCCC1 (centres undefined),1498,/,6,101,0,1,4,11,0.9,-3,6
CC(C)CNC(=S)NC1CC2CCC(C1)N2Cc1ccccc1 (centres undefined),1806,/,12,99,-1,1,14,7,0.9,7,7
COCC(=O)Nc1cc(C(=O)NCCc2ccccc2)ccc1Cl,1485,-0.41,8,96,-49,1,-1,0,1,-6,1
O=C(CSc1ccccn1)Nc1ccc(Cl)c([N+](=O)[O-])c1,1598,-1.3,8,99,-10,1,-3,34,0.7,-5,2

# Going on with the list.
SMILES,SRC2 TRFRET art,ROMK mod,STAT3 blocker,STAT3 act,STAT1 inh,TNAP act hi DEA,PPARg SRC-2 ag,bIAP inhibitor,bIAP activator,PPARg SRC-1 ag,PPARg SRC-3 ag
CC1CN(C(=O)CCn2c(=O)oc3ccccc32)CC(C)O1 (centres undefined),1606,0.19,11,95,1,1,-5,-1,1,4,-14
Cn1c(C(=O)NCc2cccnc2)cc2sccc21,1545,/,9,96,-4,1,1,-1,1,4,13
CCN(CCCNC(=O)C1CCN(S(=O)(=O)N2CCOCC2)CC1)c1cccc(C)c1,1544,-0.047,6,98,1,1,-8,2,1,-1,9
FC(F)(F)c1cc(-c2ccco2)nc(NCc2cccs2)n1,1708,0.024,-2,106,6,1,1,12,0.9,9,3
CCOc1ccc(CN2CCCC(CNC(=O)c3ccc(F)cc3)C2)cc1CO (centres undefined),1591,0.2,6,100,0,1,2,7,0.9,1,1
CC(C)NC(=O)CC(=O)N/N=C/c1c(F)cccc1Cl,1573,0.68,17,89,-1,1,-2,-18,1.2,1,-1
Cc1oc(-c2cccc(F)c2)nc1CN1CCCCC1CCc1ccccn1 (centres undefined),1421,-1.5,-3,107,10,1,2,-1,1,9,0
COCCOC(=O)c1[nH]c2c(c1C)C(=O)CC(c1cccs1)C2 (centres undefined),1588,1.1,11,92,11,1,13,-4,1,7,0
CC(C)C[C@H](N)c1cn([C@@H](CCCCN)C(=O)N2CCNCC2)nn1,1674,/,/,/,-10,1.1,4,4,1,10,1
COc1ccc(N2CCN(c3cc(C)c4ccc(O)cc4n3)CC2)cc1,1540,/,13,90,-1,1,4,16,0.8,1,2

# Screening data deposited in PubChem by several laboratories.
